Screening results from PubChem BioAssay.
Tau filament bind: binders of human tau filaments | P10636 | recombinant tau filaments, thioflavin S fluorescence, 15 h; filaments grown with octadecylsulfate alongside compound | Potency, µM (doses to about 57.1 µM), without a hit: at the highest dose activity change, negative = inhibition | 71,000 compounds, 2% hits | AID 596;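 also: potency is read from the fitted curve at half-maximal effect; % is scaled to controls: 0 for no effect and ±100 for the full control effect; actives lower thioflavin S fluorescence by blocking filaments or displacing dye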
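His-tagged recombinant human tau (exons 2, 3 and 10 included), 1 uM, was induced to fibrillize by 30 uM sodium octadecylsulfate with compound present. After 15 h at 37 C, thioflavine S fluorescence (ex 450, em 510 nm) was read.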
Luciferase inh: firefly luciferase inhibition; 72,000 compounds, 2.2% hits; Potency, µM (doses to about 57.1 µM), for the others: at the top dose activity change, negative = inhibition, most hits filed as inhibitors; purified firefly luciferase, luminescence, 8 min; P08659; also: potency is read from the fitted curve at half-maximal effect; % is scaled to controls: 0 for no effect and ±100 for the full control effect; nearly all actives have a fitted effect of over 40% in size
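Luminescence read-out after 8 min at room temperature; enzyme reaction used luciferin plus 10 uM ATP (linear range) in imidazole buffer pH 7.2 with KCl, MgCl2, Tween 20 and BSA. Each sample was run as a titration.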
BRCT PPI red: BRCT-phosphoprotein interaction inhibition (red fluorophore); P38398; BRCT-phosphopeptide binding, red fluorescence polarization; Potency, µM (titrated, usually from 76.9 µM), without a hit: at the top dose activity change, negative = inhibition, hits mostly inhibitors; 75,000 compounds, 0.03% hits; AID 892; also: % is scaled to controls: 0 for no effect and ±100 for the full control effect
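Rhodamine-labelled pBACH1 10-mer (100 nM) bound to BRCT domain (100 nM) at pH 7.3; compounds incubated 12 min room temperature, polarization read. Free peptide defines full inhibition; unlabelled decapeptide titrated as control.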
Casp1 inh: caspase-1 (human) inhibition, allosteric or competitive; AID 900; 75,000 compounds, 0.03% hits; Potency, µM (doses to about 57.5 µM), for the others: at the top dose activity change, negative = inhibition, actives largely listed as inhibitors; P29466; Caspase-1 enzyme, Ac-WEHD-AFC fluorogenic rate;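 also: potency is read from the fitted curve at half-maximal effect; plate controls were vehicle for no effect and no substrate for full effect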
A350 autofl: compounds fluorescent in Alexa 350 spectral region. AID 590. 59,000 compounds, 11% hits. max dye-equivalent concentration, M. Compound autofluorescence, 340/450 nm, Alexa 350 dye-equivalents; stronger effect = higher value; in the data active = max dye-equivalent concentration above about 10 nM; inconclusive = mostly about 1.1 nM to 9.6 nM
CRE-bla Fsk: modulators of forskolin-stimulated CRE signaling in CHO cells. AID 662. CHO CRE-bla reporter (cAMP response element driving beta-lactamase), forskolin EC10, beta-lactamase ratio. Potency, µM (titrated, usually from 38.2 µM), for the others: at the top dose activity change, negative = inhibition, usual class: activators. 71,000 compounds, 2.5% hits; active = well fitted activation curve with a large enough effect in the signal ratio, with a control signal flat, not every such curve was filed as active; inconclusive = small, poorly fitted or top-dose-only effect, or effect the other way, or a change in a side signal; the % refers to the signal ratio; also: potency is read from the fitted curve at half-maximal effect; % of control where 0% means no effect
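Titrated compounds plus EC10 NKH 477 on CHO CRE-bla cells, 3 h, 37 °C. CCF4, 2 h RT. Ratio 460/530 nm → AC50.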
HEK293 cAMP cs: counter-screen for TSHR agonists: cAMP increase in parental HEK293. parental HEK293 CNG cAMP sensor, membrane potential fluorescence. Potency, µM (titrated, usually from 57.1 µM), inactives show at the highest dose activation, hits mostly activators. 73,000 compounds, 2.5% hits. AID 938; also: potency is read from the fitted curve at half-maximal effect; % of control where 0% means no effect; nearly all actives have a fitted effect of over 55% in size
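Parental HEK 293 cells stably expressing a modified CNG channel (no TSHR) report cAMP rise as membrane depolarization. Membrane potential dye with 100 uM RO 20-1724 was loaded for 60 min at room temperature, then compound added for 30 min; fluorescence read at 590 nm.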
ERK AVP inh: blocks ERK signaling stimulated by vasopressin; HEK293-V1b, vasopressin-stimulated pERK AlphaScreen; Potency, µM (titrated, usually from 57.5 µM), for the others: at the highest dose activity, negative = inhibition, actives largely listed as inhibitors; 72,000 compounds, 0.99% hits; also: potency is read from the fitted curve at half-maximal effect; % is scaled to controls: 0 for no effect and ±100 for the full control effect; nearly all actives have a fitted effect of over 55% in size
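Phosphorylated ERK1/2 detected via AlphaScreen bead proximity in lysates of V1b-expressing HEK293 cells given 25 nM vasopressin for 5 min after 30 min compound exposure (37 °C). AC50 from Hill equation; basal DMSO 0%, vasopressin 100%.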
USP2a inhib: inhibitors of human ubiquitin-specific protease USP2a; O75604; USP2a enzymatic assay, qHTS inhibition; Potency, µM (doses to about 38.3 µM), for the others: at the highest dose activity change, negative = inhibition, hits mostly inhibitors; 60,000 compounds, 0.1% hits; AID 927;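 also: potency is read from the fitted curve at half-maximal effect; nearly all actives have a fitted effect of over 60% in size; plate controls were DMSO for no effect and NEM full inhibition control for full effect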
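USP2 core (20nM final) preincubated 30 min RT with compound, then Ub-PLA2 20nM and NBD C6-HPC 20uM final added; buffer 20mM Tris-HCl pH 8.0, 2mM CaCl2. Fluorescence Ex 460/Em 535 read at 0 and 2.5 h; normalized to NEM.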
BRCT inh green: inhibitors of human BRCA1 BRCT-phosphoprotein interaction (green fluorophore). AID 875. Potency, µM (top dose mostly 76.9 µM), inactives show at the top dose activity change, negative = inhibition, actives largely listed as inhibitors. BRCA1 BRCT-phosphopeptide binding, green fluorescence polarization. 75,000 compounds, 0.05% hits;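 also: potency is read from the fitted curve at half-maximal effect; plate controls were peptide without protein for full effect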
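Compounds were incubated for 12 min at room temperature with a complex of 100 nM fluorescein-tagged pBACH1 decapeptide and 250 nM His-tagged BRCT protein. Buffer was phosphate pH 7.3 with EDTA, DTT and Tween 20. Disruption of binding lowers the polarization signal.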
Caspase-7 inhib: allosteric or competitive inhibitors of human caspase-7; P55210; recombinant caspase-7, Ac-DEVD-AFC fluorescence rate; Potency, µM (top dose mostly 57.5 µM), inactives show at the top dose activity change, negative = inhibition, most hits filed as inhibitors; 75,000 compounds, 0.02% hits; AID 889; active = well fitted inhibition curve with a large enough effect in the main read-out, with a control signal flat, not every such curve was filed as active; inconclusive = small, poorly fitted or top-dose-only effect, or a change in a side signal; also: potency is read from the fitted curve at half-maximal effect; % of control where 0% means no effect
* = called active by the depositor; & = joins results of further samples; [ ] = another dose, or the depositor's remark. Unless noted, calls follow the shape of the dose curve; as a rule, active = well fitted curve in the direction sought with a large enough effect; inconclusive = small, poorly fitted or top-dose-only effect, or another doubt; inactive = no such curve, though single readings can be large; an effect the other way counts as inactive or inconclusive. The list is partial, so the mix of outcomes need not match the whole.

`CC(CCC(=O)O)C1CCC2C3C(O)C[C@@H]4CC(O)CC[C@@]4(C)C3CC[C@@]12C` (some centres not stated) gave BRCT PPI red -0.9%&0.0%, Casp1 inh 2.0%&2.6%, ERK AVP inh -10.6%&-4.3%, USP2a inhib 9.3%&-2.9%, BRCT inh green -3.3%&0.5%[3.08 µM] and Caspase-7 inhib -3.2%&-3.4%.
`C/C=C\C(=O)N(CC)c1ccccc1C` gave Tau filament bind 33.0%[25.6 µM], Luciferase inh 2.9%[25.5 µM], BRCT PPI red -0.8%[34.4 µM], Casp1 inh 1.2%[25.7 µM], A350 autofl inactive, CRE-bla Fsk 1.4%[17.1 µM], HEK293 cAMP cs 3.9%[25.6 µM], ERK AVP inh 12.5%[25.7 µM], USP2a inhib 9.4%[17.1 µM], BRCT inh green 2.1%[34.4 µM] and Caspase-7 inhib 0.2%[25.7 µM].
CC(=O)NC(Cc1ccccc1)C(=O)O (configuration not stated) was read as Tau filament bind -5.7%, Luciferase inh 0.3%, BRCT PPI red 1.0%, Casp1 inh -0.4%, A350 autofl inactive, CRE-bla Fsk -5.1%, HEK293 cAMP cs -3.6%, ERK AVP inh -6.1%, USP2a inhib -3.0%, BRCT inh green -2.3% and Caspase-7 inhib 0.2%.
`C[C@H](CCC(=O)O)[C@H]1CC[C@H]2[C@H]3C(CC[C@]12C)[C@@]1(C)CC[C@@H](O)C[C@H]1C[C@H]3O` (some centres not stated) gave BRCT PPI red -1.4%, Casp1 inh 3.0%, ERK AVP inh 17.6%, BRCT inh green 1.1% and Caspase-7 inhib -12.0%.
`Cc1c(NC(=O)c2cccnc2)c(=O)n(-c2ccccc2)n1C` gave Tau filament bind 1.0%[25.6 µM], Luciferase inh 10.2%[25.5 µM], BRCT PPI red 1.4%, Casp1 inh -1.6%, A350 autofl inactive, CRE-bla Fsk -0.5%[17.1 µM], HEK293 cAMP cs 6.7%[25.6 µM], ERK AVP inh 5.3%, USP2a inhib -0.9%, BRCT inh green -3.3%[3.08 µM] and Caspase-7 inhib 1.1%.
O=C(CCNNC(=O)c1ccncc1)NCc1ccccc1 was read as Tau filament bind 13.3%[25.6 µM], Luciferase inh -1.3%[25.5 µM], BRCT PPI red 1.5%, Casp1 inh -1.3%, A350 autofl inconclusive, CRE-bla Fsk -6.2%[17.1 µM], HEK293 cAMP cs inconclusive, ERK AVP inh 5.1%, USP2a inhib -5.6%, BRCT inh green -1.6% and Caspase-7 inhib 0.8%.
O=C(O)[C@H]1[C@H]2C[C@H]3c4[nH]c5ccccc5c4CCN3C[C@@H]2CC[C@@H]1O was read as BRCT PPI red -3.9%, Casp1 inh inconclusive, ERK AVP inh 6.5%, BRCT inh green 0.1% and Caspase-7 inhib inconclusive.
CCN(CC)CCNC(=O)c1cc(Cl)c(N)cc1OC was read as Tau filament bind -2.9%[25.6 µM], Luciferase inh 1.7%[25.5 µM], BRCT PPI red -0.6%, Casp1 inh 0.5%, A350 autofl inconclusive, CRE-bla Fsk -6.8%[17.1 µM], HEK293 cAMP cs 2.9%[25.6 µM], ERK AVP inh -2.3%, USP2a inhib -7.5%, BRCT inh green -1.0%[3.08 µM] and Caspase-7 inhib 0.1%.
Screening CC(C(=O)O)c1ccc(C(=O)c2cccs2)cc1 (configuration not stated) returned BRCT PPI red 1.2%, Casp1 inh 0.3%, ERK AVP inh 6.4%, USP2a inhib -0.7%, BRCT inh green -2.0%[3.08 µM] and Caspase-7 inhib -0.1%.

For reference, 3 of the compounds above:
`CC(CCC(=O)O)C1CCC2C3C(O)C[C@@H]4CC(O)CC[C@@]4(C)C3CC[C@@]12C` (some centres not stated) gave BRCT PPI red -0.9%&0.0%, Casp1 inh 2.0%&2.6%, ERK AVP inh -10.6%&-4.3%, USP2a inhib 9.3%&-2.9%, BRCT inh green -3.3%&0.5%[3.08 µM] and Caspase-7 inhib -3.2%&-3.4%.
`C/C=C\C(=O)N(CC)c1ccccc1C` gave Tau filament bind 33.0%[25.6 µM], Luciferase inh 2.9%[25.5 µM], BRCT PPI red -0.8%[34.4 µM], Casp1 inh 1.2%[25.7 µM], A350 autofl inactive, CRE-bla Fsk 1.4%[17.1 µM], HEK293 cAMP cs 3.9%[25.6 µM], ERK AVP inh 12.5%[25.7 µM], USP2a inhib 9.4%[17.1 µM], BRCT inh green 2.1%[34.4 µM] and Caspase-7 inhib 0.2%[25.7 µM].
CC(=O)NC(Cc1ccccc1)C(=O)O (configuration not stated) was read as Tau filament bind -5.7%, Luciferase inh 0.3%, BRCT PPI red 1.0%, Casp1 inh -0.4%, A350 autofl inactive, CRE-bla Fsk -5.1%, HEK293 cAMP cs -3.6%, ERK AVP inh -6.1%, USP2a inhib -3.0%, BRCT inh green -2.3% and Caspase-7 inhib 0.2%.
